ABHD4 inh – ABHD4 inhibitors, primary screen, biochemical, fluorescence polarization, mouse; (Lyso)-N-acylphosphatidylethanolamine lipase (Mus musculus), Q8VD66; purified mABHD4, FP-Rh probe fluorescence polarization; inhibition, % at 8.92 µM; 370,000 compounds, 0.54% hits;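 active = inhibition exceeding the mean over every tested compound plus 3 SD, cut at about 30% in these data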;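 also: 0% = plate median of compound wells and 100% = S159A mutant with DMSO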
Target sequence (Q8VD66 whole entry, looked up): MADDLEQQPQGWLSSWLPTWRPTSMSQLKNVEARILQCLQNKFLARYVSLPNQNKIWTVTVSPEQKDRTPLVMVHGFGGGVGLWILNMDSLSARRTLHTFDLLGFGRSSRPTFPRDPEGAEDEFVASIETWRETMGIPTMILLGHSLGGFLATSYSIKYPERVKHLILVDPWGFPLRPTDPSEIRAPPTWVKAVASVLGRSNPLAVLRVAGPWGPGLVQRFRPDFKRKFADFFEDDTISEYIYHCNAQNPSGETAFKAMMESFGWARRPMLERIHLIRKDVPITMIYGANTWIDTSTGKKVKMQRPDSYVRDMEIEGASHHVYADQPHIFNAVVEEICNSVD
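system = mouse ABHD4 enzyme, wild type | medium = HEPES pH 7.0, NaCl, Pluronic buffer | also added = FP-Rh probe | incubation = Enzyme–compound pre-incubation 45 min, then probe 60 min, both 25 °C | technique = fluorescence polarization, excitation 525 nm, emission 598 nm, BODIPY TMR filters | controls = S159A mutant high control, sample median low control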
rCAG binder – binders of r(CAG) RNA repeats, primary screen, biochemical, fluorescence. AID 651821, 2012. r(CAG) RNA repeat, TO-PRO-1 dye displacement fluorescence. 370,000 compounds, 1.3% hits. inhibition, % at 3 µM;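 active = inhibition above the plate cutoff, the mean of all test compounds on that plate plus 3 SD, cut at about 35% in these data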;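 also: 0% = DMSO alone and 100% = 100 µM mitoxantrone as full dye displacement; higher means more dye released from RNA so lower well fluorescence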
TDP2 absorb – human TDP2 enzyme inhibitors, primary screen, biochemical, epi absorbance, recombinant enzyme; 370,000 compounds, 0.34% hits; T5PNP hydrolysis, p-nitrophenol absorbance 415 nm; Tyrosyl-DNA phosphodiesterase 2 (Homo sapiens), O95551; inhibition, % at 12.8 µM;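 active = inhibition above the mean of all tested compounds plus 3 SD, set per campaign, cut at about 25% in these data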;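 also: 0% = DMSO with enzyme and 100% = buffer with substrate but no TDP2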
Target sequence (O95551 whole entry, looked up): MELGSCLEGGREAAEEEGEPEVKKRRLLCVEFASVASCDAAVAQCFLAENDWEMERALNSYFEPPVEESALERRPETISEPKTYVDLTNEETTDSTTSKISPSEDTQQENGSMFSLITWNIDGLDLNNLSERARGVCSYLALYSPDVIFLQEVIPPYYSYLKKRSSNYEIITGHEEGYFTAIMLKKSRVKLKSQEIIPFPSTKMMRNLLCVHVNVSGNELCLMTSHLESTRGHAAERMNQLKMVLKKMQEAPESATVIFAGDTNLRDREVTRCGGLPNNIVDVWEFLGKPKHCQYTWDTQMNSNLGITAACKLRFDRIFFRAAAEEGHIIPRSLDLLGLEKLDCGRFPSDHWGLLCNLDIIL
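Material: recombinant human TDP2; quantity: TDP2 enzyme at 120 nM final; medium: Tris-HCl pH 7.5 with MgCl2; compound: single concentration, 12.8 µM nominal, with 1% DMSO; incubation: 2 h enzyme incubation at 37 °C; signal: epi absorbance; measure: percent inhibition; benchmarks: high control without enzyme, low control DMSO plus TDP2; repeats: singlicate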
TCR CD3 inh – inhibitors of human TCR-CD3 interaction, primary screen, biochemical, fluorescence, TAMRA-labeled TCR probe. T-cell receptor (TCR). 360,000 compounds, 0.37% hits. AID 651800, 2012. inhibition, % at 9.4 µM; in the data active = inhibition above about 19%;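 also: recombinant mutant TCR 2C K166C tagged with TAMRA read by polarization; 0% = receptor in buffer alone and 100% = receptor with positive control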
SIAE inh – human SIAE inhibitors, primary screen, biochemical, fluorescence polarization, FP-Rh probe, 1536-well HTS. SIAE FP-Rh probe binding. Sialate O-acetylesterase (Homo sapiens), Q9HAT2. 370,000 compounds, 0.69% hits. AID 1053197, 2014. inhibition, % at 9.66 µM;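 active = inhibition above a cutoff: mean of compounds within the control limits plus 3 SD of those, cut at about 17% in these data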;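 also: 0% = plate median of compound wells and 100% = probe without SIAE protein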
PG9 Ab binder – binders of HIV-1 gp120 antibody PG9, primary screen, biochemical, TR-FRET; TR-FRET gp120-PG9 antibody binding; inhibition, % at 6.7 µM; 360,000 compounds, 0.43% hits; AID 624416, 2012; in the data active = inhibition above about 8.5%
PRMT1 FP inh – PRMT1 methyltransferase inhibitors, primary screen, biochemical, fluorescence polarization. 370,000 compounds, 1.3% hits. AID 652257, 2013. Protein arginine N-methyltransferase 1 (Homo sapiens), Q99873. recombinant PRMT1, activity-based probe fluorescence polarization. inhibition, % at 2.79 µM;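 active = inhibition above about 21% made by adding two undisclosed values, limit read from the data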
Target sequence (Q99873 whole entry, looked up): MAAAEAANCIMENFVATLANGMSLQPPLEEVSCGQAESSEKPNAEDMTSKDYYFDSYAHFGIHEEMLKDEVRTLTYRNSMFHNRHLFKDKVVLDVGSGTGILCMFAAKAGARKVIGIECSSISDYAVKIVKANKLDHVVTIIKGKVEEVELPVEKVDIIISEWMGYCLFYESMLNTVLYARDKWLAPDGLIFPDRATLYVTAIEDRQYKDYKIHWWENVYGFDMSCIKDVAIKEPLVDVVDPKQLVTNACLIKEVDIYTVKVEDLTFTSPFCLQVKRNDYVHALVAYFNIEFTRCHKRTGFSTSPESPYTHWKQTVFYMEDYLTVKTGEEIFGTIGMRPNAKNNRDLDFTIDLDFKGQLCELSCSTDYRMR
Rev-erbA mod – modulators of Rev-erb alpha DNA binding, primary screen, biochemical, FITC-DNA, fluorescence polarization, uHTS; 370,000 compounds, 0.79% hits; activity, % at 10 µM; Nuclear receptor subfamily 1 group D member 1 (Homo sapiens), P20393; Rev-erbα–FITC-DNA binding, 90 min;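 active = activity above about 14%, limit read from the data; passing the limit was not always enough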;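 also: 0% = DMSO wells with 35 nM protein and 100% = DMSO wells with 750 nM protein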
HTRA1 inh – HTRA1 serine protease inhibitors, primary screen, biochemical, fluorescence polarization, HTS | Q92743 | recombinant HTRA1, FP-rhodamine activity-based probe | inhibition, % at 5.96 µM | 340,000 compounds, 0.5% hits; in the data active = inhibition above about 36%;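 also: 0% = enzyme with DMSO and 100% = wells lacking enzyme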
LEDGF integ inh – blockers of LEDGF/p75-dependent integrase strand transfer – biochemical, TR-FRET, high throughput, primary screen; HIV-1 integrase (with human LEDGF/p75); TR-FRET IN-LEDGF/p75 DNA integration, Eu/Cy5; inhibition, % at 3.7 µM; 370,000 compounds, 0.64% hits;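 active = inhibition above the screen-wide mean plus 3 SD, cut at about 13% in these data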;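 also: signal is the Cy5 over europium emission ratio at 671 and 618 nm; 0% = plate median of compound wells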
The depositor's hits bear a star; nt = no result given. These rows are one share of the data, so the mix of outcomes need not match the whole.

SMILES,ABHD4 inh,rCAG binder,TDP2 absorb,TCR CD3 inh,SIAE inh,PG9 Ab binder,PRMT1 FP inh,Rev-erbA mod,HTRA1 inh,LEDGF integ inh
COC1OCC(O)C(NC(=O)N(C)N=O)C1O (configuration not stated),-8,2,-9,0,-2,-1.3,-6,0,-2,6
O=C(CSc1nc2c(c(=O)n1-c1ccccc1)SCC2)NCC1CCCO1 (configuration not stated),-3,-1,-7,-1,31*,0.0,1,2,6,0
CCOC(=O)C1CCN(CC(=O)Nc2ccc(OC)c(Cl)c2)CC1,9,-8,-1,2,0,0.6,8,0,-1,-8
c1ccc(-c2nc3ccccc3[nH]2)nc1,6,5,9,10,-8,2.7,0,-6,21,0
CCCn1c(SCC(=O)NCCc2ccc(OC)c(OC)c2)nc2c1c(=O)n(C)c(=O)n2C,0,-2,0,-1,0,-1.5,1,5,-1,4
C[C@H](CO)N1C[C@H](C)[C@@H](CN(C)S(=O)(=O)c2ccccc2)Oc2c(NC(=O)NC3CCCCC3)cccc2C1=O,-2,-1,-1,7,-3,0.1,2,1,-17,-1
O=C(Nc1ccccc1NC(=O)c1ccco1)c1ccccc1,-1,3,11,3,1,-2.1,2,2,-26,1
O=C(Nc1cc(C(F)(F)F)ccc1N1CCOCC1)c1cccnc1,1,1,3,6,-1,0.0,-2,-4,4,1
Cc1ccc(-c2c[n+](CC(=O)Nc3ccccc3C)c3n2CCC3)cc1,-12,4,-11,-7,-7,1.2,5,5,7,3
CC(=O)Nc1ccccc1NS(=O)(=O)c1cccc([N+](=O)[O-])c1,-1,5,5,-6,0,1.1,5,2,1,-1
Cn1cccc1CC(=O)N/N=C\c1c2ccccc2cc2ccccc12,1,22,-6,10,8,-7.6,8,3,16,7
COc1cccc(N2CCN(CC(=O)NCc3cccc(OC)c3OC)CC2)c1,0,-2,-1,nt,-2,nt,1,-1,nt,-3
COc1ccc2[nH]c(=O)c(COC(=O)c3ccco3)cc2c1,3,5,3,10,-4,4.7,0,3,1,0
Cc1cccn2c(NCc3ccc4c(c3)OCO4)c(-c3ccc(O)cc3)nc12,-1,0,3,-3,10,-3.3,1,1,8,1
O=C1NC[C@@H](CCCCN2CCN(CC3CCCCC3)C(=O)C2=O)N(Cc2ccccc2)C1=O,-2,-1,4,6,2,-1.4,-5,-1,nt,0
COC(=O)c1cc(Br)c(N)cc1OC,-1,0,2,0,-4,-1.2,-1,-3,1,-5
CSc1ccccc1NC(=O)CN(C)CC(=O)Nc1c(F)cccc1F,21,-1,15,-5,-2,-0.4,6,-1,-1,2
CN(C)S(=O)(=O)c1ccc(Oc2ccccc2)cc1,-5,-2,-3,7,6,1.1,1,2,6,-1
CCC1(CC)NC(=O)N(CC(=O)N2CCc3ccccc32)C1=O,-3,1,9,4,8,-0.3,0,2,-2,4
COC(=O)C1CN(Cc2ccccc2)CCS(=O)(=O)N1Cc1cn(Cc2ccc(F)cc2)nn1 (configuration not stated),-3,0,-4,nt,8,nt,-1,6,nt,10
O=C(/C=C/[C@H]1O[C@@H](n2ccc(=O)[nH]c2=O)[C@H](O)[C@@H]1O)N1CCN(CCc2ccccc2)CC1,6,1,6,-13,4,-1.0,3,4,nt,4
COc1ccc(S(=O)(=O)N2CCOCC2)cc1NC(=O)CCc1nc2ccccc2c(=O)[nH]1,7,6,-5,-3,-4,-1.4,-2,2,0,3
Cc1ccccc1S(=O)(=O)Cc1ccc(C(=O)NCc2ccc(F)cc2)o1,0,-4,-6,5,3,-1.0,-3,-2,1,-1
COc1ccc(NS(=O)(=O)c2cccs2)cn1,3,-1,10,2,-7,0.4,2,-1,7,-3
O=C(C[n+]1ccccc1)N/N=C/c1ccco1,4,-3,-7,5,1,0.2,2,-3,nt,5
COc1nc(N/N=C/c2ccccc2F)nc(N2CCCCC2)n1,4,-1,3,9,5,-1.1,-2,-4,-8,1
O=C(COc1ccc2ccccc2c1)Nc1cccc(C(=O)Nc2ccccc2C(=O)O)c1,-149,83*,-15,9,-89,-3.3,3,6,-116,1
CCOC(=O)C1CCCN(C(=O)c2cccc3ccccc23)CC1 (configuration not stated),-1,-2,10,5,5,1.2,-1,2,nt,-5
Cn1c(C(=O)N2CCN(C(=O)c3ccco3)CC2)cc2c(=O)n3ccccc3nc21,-3,4,2,-4,-1,0.4,6,-1,-5,0
O=C(CNC(=O)c1ccco1)Nc1ccc(F)cc1,5,-1,12,-6,1,1.7,6,-1,4,-6
COc1ccccc1NC(=S)NCc1cccnc1,-4,0,-6,-1,-2,-0.3,0,-2,3,0
CS(=O)(=O)N1CCc2cc(C(=O)N3CCN(c4ccccc4F)CC3)ccc21,-1,-3,-5,9,-2,0.1,-5,2,0,4
COc1ccc(C(=O)NC(=S)Nc2ccc(Cl)c(C(=O)O)c2)cc1,-11,6,-13,-7,-8,-2.9,-4,-4,4,4
Cc1cc(C)c(C#N)c(SCc2cn3ccccc3n2)n1,-3,-4,1,2,14,0.3,0,-1,-1,-1
O=C(c1cccs1)N(Cc1nc2sc3c(c2c(=O)[nH]1)CCCC3)C1CCCC1,2,3,-12,-4,-3,0.7,0,2,-20,0
Cc1nc2ccc(S(=O)(=O)NC(C(=O)N3CCCC3)C(C)C)cc2s1 (configuration not stated),0,2,-3,1,2,0.3,1,5,5,5
CC(=O)Nc1ccc(NC(=O)COC(=O)[C@@H]2CCCN2C(=O)c2cccs2)cc1,-1,0,-10,5,-3,-1.1,-4,-2,3,4
Cn1c(SCC(=O)NNC(=O)c2ccccc2Br)nnc1C(F)(F)F,2,3,2,-4,-1,-1.4,0,7,6,1
COc1cc2ccccc2cc1C(=O)NC(=S)Nc1cc(C(=O)O)ccc1C,1,2,1,-10,-10,-1.5,1,-7,3,-1
O=C(CCS(=O)(=O)c1ccccc1)OCC(=O)N1CCN(S(=O)(=O)c2ccc(Cl)cc2)CC1,0,-5,1,4,7,-0.6,1,1,-6,4
CCS(=O)(=O)N1CCCC(C(=O)NCCCOC(C)C)C1 (configuration not stated),3,2,-2,5,-2,-0.8,-3,2,-3,-1
COc1ccc2c(c1)-c1nc(/N=C/c3ccccc3O)sc1CC2,24,2,7,0,3,-2.7,15,-9,7,3
CC(=O)Nc1ccc(NC(=O)c2nc(S(=O)(=O)Cc3ccccc3)ncc2Cl)cc1,1,1,6,-1,3,0.0,30*,3,2,2
O=C(N/N=C/c1c(-c2ccccc2)[nH]c2ccccc12)c1cccnc1,11,5,-6,-1,0,-3.2,7,2,-1,-3
CC1(C)OC(=O)C(=CNCCc2ccc(O)cc2)C(=O)O1,3,-3,1,1,10,-1.5,2,3,4,-5
Cc1cc(C)c2[nH]c(=O)c(CN(Cc3cccs3)C(=S)NCc3ccco3)cc2c1,0,9,-25,-5,0,1.3,35*,-3,-77,7
Cc1cccc(NC(=O)NCC(c2ccc(F)cc2)N2CCN(C)CC2)c1 (configuration not stated),2,-4,13,5,4,0.4,-3,6,0,-2
CC(=O)c1cccc(NC(=O)Cc2coc3cc4c(cc23)CCC4)c1,-10,4,0,0,-3,-1.9,2,5,-31,1
CCOc1ccc2c(O)csc2c1,1,30,3,5,-2,2.2,41*,0,-13,-2
Oc1csc(Cc2nc(-c3ccc4ccccc4c3)cs2)n1,27,36*,3,-4,-9,-2.8,3,1,10,0
CC1CCCN(C(=O)C(C)Sc2nc(-c3ccccc3)cc(C(F)(F)F)n2)C1 (configuration not stated),-15,-6,-6,3,-2,0.1,-3,2,-28,0
CN(C)C(CNc1ncnc2sccc12)c1cccs1 (configuration not stated),-5,1,-10,-4,-6,0.0,6,2,0,-6
CCOC(=O)N1CCN(C(=O)C2CCN(S(=O)(=O)N3CCCC3)CC2)CC1,-4,-8,6,-5,-5,-0.4,-5,-1,8,-3
COC(CC(=O)NNC(=S)Nc1ccccc1)OC,2,-2,3,-7,7,-1.5,-4,-6,0,3
C[C@H](CO)N1C[C@H](C)[C@@H](CN(C)S(=O)(=O)c2ccc(F)cc2)Oc2c(NC(=O)Nc3ccc4c(c3)OCO4)cccc2C1=O,5,8,-8,8,1,1.1,1,-3,-11,-2
Cc1nc2c3ccccc3n(CC(=O)c3ccc(F)cc3)c(=O)n2n1,4,4,11,-2,-8,0.5,1,-6,-1,3
O=C(NCCCN1CCOCC1)c1nn(-c2ccccc2)c(=O)c2ccccc12,0,-6,2,0,13,2.2,5,1,0,-1
COc1ccc(CCN(Cc2cc3ccc(C)cc3n3nnnc23)C(C)=O)cc1OC,-1,-4,-8,1,1,-2.2,4,-2,-3,-6
C[C@H]1CN(C2CCCCC2)C(=O)[C@@H]1CC(=O)NCc1ccccc1,2,-7,0,3,3,-1.1,-3,4,3,3
COc1cc(/C=N/Nc2nncn2/N=C/c2ccc(O)c(OC)c2)ccc1O,-1,-3,67*,-1,7,-4.9,5,6,2,48*

More compounds follow.
SMILES,ABHD4 inh,rCAG binder,TDP2 absorb,TCR CD3 inh,SIAE inh,PG9 Ab binder,PRMT1 FP inh,Rev-erbA mod,HTRA1 inh,LEDGF integ inh
O=C(c1ccc(Cl)c(S(=O)(=O)N2CCOCC2)c1)N(c1ccccn1)C1CCCCC1,-3,-7,0,-6,8,1.8,1,1,-4,1
CC(C)(C)c1ccc(C(=O)Nc2ccc(CN3CCS(=O)(=O)CC3)cc2)cc1,0,1,-2,-5,-5,-1.4,4,-4,-2,-7
Cc1noc(C)c1S(=O)(=O)Nc1ccc(O)c2c(=O)cc(-c3ccccc3Cl)oc12,0,11,0,7,1,-2.0,-3,-1,-3,1
Cc1ccc(S(=O)(=O)N(C)CCN(C)S(=O)(=O)c2ccc(C)cc2)cc1,-9,-1,-8,-5,-6,-0.2,9,-1,-4,-7

Reformatted: results already given
Cc1noc(C)c1S(=O)(=O)Nc1ccc(O)c2c(=O)cc(-c3ccccc3Cl)oc12
  ABHD4 inh: 0	rCAG binder: 11	TDP2 absorb: 0	TCR CD3 inh: 7	SIAE inh: 1	PG9 Ab binder: -2.0	PRMT1 FP inh: -3	Rev-erbA mod: -1	HTRA1 inh: -3	LEDGF integ inh: 1
Cc1ccc(S(=O)(=O)N(C)CCN(C)S(=O)(=O)c2ccc(C)cc2)cc1
  ABHD4 inh: -9	rCAG binder: -1	TDP2 absorb: -8	TCR CD3 inh: -5	SIAE inh: -6	PG9 Ab binder: -0.2	PRMT1 FP inh: 9	Rev-erbA mod: -1	HTRA1 inh: -4	LEDGF integ inh: -7

Source: PubChem BioAssay
